MC4R antag cAMP: blocks human MC4R cAMP signaling | P32245 | MC4R-expressing cells, MTII-stimulated cAMP, LANCE TR-FRET | inhibition, % at 6.5 µM | 360,000 compounds, 0.48% hits | AID 540295;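 active means inhibition above its plate's cutoff, the mean of tested wells on that plate plus 3 SD, cut at about 29% in these data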;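 further: 0% = Melanotan II alone and 100% = Melanotan II plus saturating MCL0020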
Target sequence (P32245 whole entry, looked up): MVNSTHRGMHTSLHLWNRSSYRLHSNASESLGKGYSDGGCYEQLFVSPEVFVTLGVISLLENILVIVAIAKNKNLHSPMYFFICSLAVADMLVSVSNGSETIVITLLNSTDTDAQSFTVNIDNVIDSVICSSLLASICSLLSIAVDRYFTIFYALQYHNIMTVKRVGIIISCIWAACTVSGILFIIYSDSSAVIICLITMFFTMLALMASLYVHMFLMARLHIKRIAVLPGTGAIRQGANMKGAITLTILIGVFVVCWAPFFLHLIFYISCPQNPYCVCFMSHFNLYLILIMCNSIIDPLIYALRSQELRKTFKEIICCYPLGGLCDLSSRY
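Material – human MC4R-expressing U2OS cells · Repeats – no replicates · Detection – TR-FRET with Eu-cAMP and labeled anti-cAMP, 671 nm · Times – compound 30 min, challenge 1 h, detection 1 h · Compound – single nominal compound dose of 6.5 µM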
ABCB6 inh MLPCN: inhibitors of human ABC transporter ABCB6; 360,000 compounds, 0.19% hits; AID 602162; Q9NP58; K562-ABCB6 porphyrin accumulation, flow cytometry, 1 h; stronger effect = lower value; fluorescence ratio to DMSO, % at 10 µM;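 active means fluorescence ratio to DMSO below 75%, the collection mean minus 3 SD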;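 further: signal is porphyrin accumulated inside mitochondria; 100% equals median channel fluorescence of DMSO control wells; lower ratio means ABCB6 inhibition with less porphyrin fluorescence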
HTR2A ag: agonists of mouse serotonin 5-HT2A receptor (HTR2A). P35363. CHO-K1 mHTR2A beta-arrestin complementation, luminescence; percent of 30 µM serotonin response. activation, % at 7.6 µM. 360,000 compounds, 0.66% hits. AID 624169;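 active means activation above a run cutoff, the mean activation of all tested compounds plus 3 SD, cut at about 14% in these data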;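 further: 0% = plate median of compound wells and 100% = 30 µM serotonin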
Target sequence (P35363 whole entry, looked up): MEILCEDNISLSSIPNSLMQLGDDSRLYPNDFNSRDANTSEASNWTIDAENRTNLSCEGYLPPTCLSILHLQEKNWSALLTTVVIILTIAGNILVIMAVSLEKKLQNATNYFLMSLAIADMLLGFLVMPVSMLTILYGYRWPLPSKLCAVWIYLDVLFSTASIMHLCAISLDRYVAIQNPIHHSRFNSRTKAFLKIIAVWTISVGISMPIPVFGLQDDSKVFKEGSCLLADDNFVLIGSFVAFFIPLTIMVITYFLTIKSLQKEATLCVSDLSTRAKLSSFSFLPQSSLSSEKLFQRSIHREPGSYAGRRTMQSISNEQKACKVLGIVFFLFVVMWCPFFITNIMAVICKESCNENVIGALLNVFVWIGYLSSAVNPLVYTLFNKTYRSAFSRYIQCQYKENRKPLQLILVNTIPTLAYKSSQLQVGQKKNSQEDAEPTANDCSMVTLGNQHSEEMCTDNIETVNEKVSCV
aDG glyco up: increases alpha dystroglycan glycosylation; Pro5-aDG cells, alpha-DG glycosylation AlphaScreen (IIH6); 0% Pro5, 100% B10-LARGE cell signal; activation, % at 10 µM; 360,000 compounds, 0.22% hits; AID 624168;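 active means activation of at least 8% versus controls, or a plate z-score of at least 8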;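 further: Pro5 are CHO cells carrying HIG-tagged alpha-DG that lacks glycosylation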
H9c2 protect: myocardial damage modulation in H9c2 cells | H9c2 cardiomyocytes, H2O2 injury protection, ATPLite, 2 h | protection from H2O2 cell death, % at 20 µM | 360,000 compounds, 0.63% hits | AID 588492;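 active means compounds giving at least 50% protection of heart cells from peroxide-induced death in the single-dose screen, raw or plate-pattern-corrected value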;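 further: 0% = DMSO wells with peroxide and 100% = DMSO wells without peroxide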
MC4R ag barr: human MC4R agonism via beta-arrestin | U2OS MC4R beta-arrestin complementation, luminescence; percent of melanotan II response, DMSO zero | activation, % at 8.9 µM | 360,000 compounds, 0.98% hits;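 active means activation above a per-plate cutoff, the mean activation of sample wells on that plate plus 3 SD, cut at about 8% in these data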
Granule exo inh: lytic granule exocytosis inhibition. TALL-104 LAMP-1 surface exposure, flow cytometry; cells stimulated with thapsigargin and PMA. inhibition, % at 10 µM. 360,000 compounds, 0.66% hits. AID 651702;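 active means inhibition above about 55%, limit read from the data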
iPSC survival up: increases survival of single human iPS cells. hiPSC single-cell survival, ATPlite luminescence; 100% = ROCK inhibitor wells, 0% = DMSO. survival enhancement, % at 20 µM. 360,000 compounds, 0.044% hits. AID 602274; in the data active means survival enhancement above about 18%;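 further: cells exposed to compounds for 16 hours before the ATP read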
ABHD5 PLIN5 PPI: inhibitors of human ABHD5-perilipin-5 interaction; inhibition, % at 4 µM; Q00G26+Q8WTS1; Split G. princeps luciferase complementation, luminescence, 4 h; 360,000 compounds, 0.78% hits; AID 602281;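 active means inhibition above the mean inhibition across every tested compound plus 3 SD, cut at about 22% in these data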;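 further: 0% = DMSO only wells and the 100% control is not disclosed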
N-glyco inh: N-linked glycosylation inhibition | D54 ERlucT glycosylation luciferase reporter, 24 h; percent of 100 nM tunicamycin response | reporter increase, % at 12.5 µM | 360,000 compounds, 0.23% hits;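 active means mean luciferase reporter signal, scaled so untreated is 0 and the glycosylation-blocking control 100, at or above a set limit in every replicate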;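 further: luciferase carries N-glycosylation sites so blocking glycosylation raises the light; 0% = median of neutral control wells and 100% = median of 100 nM tunicamycin wells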
* = called active by the depositor. Rows are unselected, and some 4.5% of all compounds hit somewhere here.

Screening O=[N+]([O-])c1ccccc1OCC(O)CNC1CCCC1 (stereo unspecified) returned MC4R antag cAMP -2, ABCB6 inh MLPCN 96, HTR2A ag -4, aDG glyco up -0.2, H9c2 protect 1, MC4R ag barr -0.9, Granule exo inh 6, iPSC survival up 1.5, ABHD5 PLIN5 PPI 3 and N-glyco inh -1.
For Cc1ccc(Cc2nc3ccccc3[nH]2)cc1 the results were MC4R antag cAMP 4, ABCB6 inh MLPCN 103, HTR2A ag 0, aDG glyco up 0.1, H9c2 protect -3, MC4R ag barr 0.0, Granule exo inh -21, iPSC survival up -0.3, ABHD5 PLIN5 PPI 6 and N-glyco inh -1.
For CCOc1ccccc1NC(=O)CSc1nnc(-c2cccnc2)o1 the results were MC4R antag cAMP -2, ABCB6 inh MLPCN 101, HTR2A ag 3, aDG glyco up -0.3, H9c2 protect 4, MC4R ag barr -3.5, Granule exo inh 1, iPSC survival up -0.3, ABHD5 PLIN5 PPI -3 and N-glyco inh 0.
For COCC(C)n1c(SCC(=O)NC2CCCCC2)nc2ccccc2c1=O (stereo unspecified) the results were MC4R antag cAMP 6, ABCB6 inh MLPCN 97, HTR2A ag -1, aDG glyco up -0.1, H9c2 protect 4, MC4R ag barr -1.5, Granule exo inh -1, iPSC survival up -1.1, ABHD5 PLIN5 PPI -1 and N-glyco inh 1.
For CCN1C(=O)[C@H]2[C@@H](c3ccc(C)cc3)N3C(=O)N(c4cccc(Cl)c4)C(=O)[C@@]3(Cc3ccccc3)[C@H]2C1=O the results were MC4R antag cAMP 5, ABCB6 inh MLPCN 97, HTR2A ag -8, aDG glyco up 0.1, H9c2 protect 1, MC4R ag barr 0.2, Granule exo inh -4, iPSC survival up -0.8, ABHD5 PLIN5 PPI -5 and N-glyco inh 7.
COc1ccccc1N1CCN(C(=O)CCNS(=O)(=O)c2cc(Br)cnc2N)CC1 was read as MC4R antag cAMP -10, ABCB6 inh MLPCN 99, HTR2A ag -2, aDG glyco up 0.9, H9c2 protect -3, MC4R ag barr 6.9, Granule exo inh 0, iPSC survival up -0.4, ABHD5 PLIN5 PPI 10 and N-glyco inh 0.
Cn1cc(/C=N/NC(=O)COc2ccccc2[N+](=O)[O-])c2ccccc21 was read as MC4R antag cAMP -23, ABCB6 inh MLPCN 100, HTR2A ag -5, aDG glyco up 0.4, H9c2 protect 10, MC4R ag barr -2.2, Granule exo inh -2, iPSC survival up -1.2, ABHD5 PLIN5 PPI 0 and N-glyco inh 0.
For CCN(CC)c1ccc(/C=N/NC(=S)NCc2ccccc2)c(O)c1 the results were MC4R antag cAMP 3, ABCB6 inh MLPCN 120, HTR2A ag -4, aDG glyco up 0.5, H9c2 protect 32, MC4R ag barr 1.5, Granule exo inh -1, iPSC survival up -0.9, ABHD5 PLIN5 PPI -9 and N-glyco inh -4.
Screening CCCCN(CCCNC(=O)C1CCCN(S(=O)(=O)CCC)C1)Cc1ccccc1 (stereo unspecified) returned MC4R antag cAMP 10, ABCB6 inh MLPCN 101, HTR2A ag 6, aDG glyco up 0.0, H9c2 protect -2, MC4R ag barr -1.1, Granule exo inh 9, iPSC survival up -0.7, ABHD5 PLIN5 PPI -2 and N-glyco inh -3.
For C/C(=N\NC(=O)Cn1nc(C)c([N+](=O)[O-])c1C)c1ccc(Cl)s1 the results were MC4R antag cAMP -5, ABCB6 inh MLPCN 100, HTR2A ag -2, aDG glyco up -0.1, H9c2 protect 2, MC4R ag barr -3.7, Granule exo inh -8, iPSC survival up 0.4, ABHD5 PLIN5 PPI 3 and N-glyco inh -1.
`O=S(=O)(c1ccc(=S)[nH]c1)N1CCCC1` gave MC4R antag cAMP 4, ABCB6 inh MLPCN 103, HTR2A ag 2, aDG glyco up -0.1, H9c2 protect -6, MC4R ag barr -0.3, Granule exo inh -2, iPSC survival up 8.7, ABHD5 PLIN5 PPI -10 and N-glyco inh 1.
For O=C(/C=N/O)NCC1CCNCC1 the results were MC4R antag cAMP 20, ABCB6 inh MLPCN 95, HTR2A ag -1, aDG glyco up 0.3, H9c2 protect 0, MC4R ag barr 0.1, Granule exo inh 1, iPSC survival up 5.3, ABHD5 PLIN5 PPI 5 and N-glyco inh 1.
For CCCNC(=O)NC1CCCCCCC1 the results were MC4R antag cAMP 18, ABCB6 inh MLPCN 101, HTR2A ag 1, aDG glyco up -0.3, H9c2 protect 1, MC4R ag barr -0.3, Granule exo inh -3, iPSC survival up -0.6, ABHD5 PLIN5 PPI 2 and N-glyco inh 0.
Screening O=C(O)c1c2c(nc3ccc(S(=O)(=O)N4CCC(C(=O)NC5CCCC5)CC4)cc13)CCCCC2 returned MC4R antag cAMP -4, ABCB6 inh MLPCN 100, HTR2A ag -4, aDG glyco up 0.0, H9c2 protect -3, MC4R ag barr -1.4, Granule exo inh -1, iPSC survival up 0.4, ABHD5 PLIN5 PPI -4 and N-glyco inh 3.
CCOC(=O)N1CCC(NC(=O)c2csc3c2CCCC3)CC1 was read as MC4R antag cAMP 10, ABCB6 inh MLPCN 96, HTR2A ag 0, aDG glyco up 0.3, H9c2 protect 5, MC4R ag barr -0.1, Granule exo inh 4, iPSC survival up -0.6, ABHD5 PLIN5 PPI 2 and N-glyco inh 3.
CNCCCNC(=O)c1ccc(/C=N/O)nc1 was read as MC4R antag cAMP 26, ABCB6 inh MLPCN 96, HTR2A ag 0, aDG glyco up 0.1, H9c2 protect 6, MC4R ag barr -0.9, Granule exo inh -1, iPSC survival up -1.3, ABHD5 PLIN5 PPI 1 and N-glyco inh 3.
Cc1cc(/C=C(\C#N)C(=O)Nc2ccccc2)c(C)n1-c1ccc2c(c1)OCO2 was read as MC4R antag cAMP -2, ABCB6 inh MLPCN 102, HTR2A ag 1, aDG glyco up 0.0, H9c2 protect -2, MC4R ag barr -0.6, Granule exo inh 0, iPSC survival up 0.7, ABHD5 PLIN5 PPI -2 and N-glyco inh 4.
`CN(C(=O)c1ccc(NC(=O)Cc2ccc(NC(=O)C3CCCN(C(=O)C4CC4)C3)cc2)cc1)C1CCCC1` (stereo unspecified) gave MC4R antag cAMP 3, ABCB6 inh MLPCN 104, HTR2A ag 0, aDG glyco up -0.2, H9c2 protect -11, MC4R ag barr -0.7, Granule exo inh -4, iPSC survival up -0.3, ABHD5 PLIN5 PPI 5 and N-glyco inh -1.
`S=C(NCC1CCCO1)NC1CCCCC1` (stereo unspecified) gave MC4R antag cAMP 7, ABCB6 inh MLPCN 97, HTR2A ag 0, aDG glyco up -0.1, H9c2 protect 11, MC4R ag barr -1.8, Granule exo inh -2, iPSC survival up -0.4, ABHD5 PLIN5 PPI -2 and N-glyco inh 1.
Screening CCOC(=O)C1=C(COC(=O)CCc2ccc(CC)cc2)NC(=O)NC1C (stereo unspecified) returned MC4R antag cAMP 4, ABCB6 inh MLPCN 105, HTR2A ag -12, aDG glyco up 0.0, H9c2 protect -6, MC4R ag barr 0.4, Granule exo inh 6, iPSC survival up 2.1, ABHD5 PLIN5 PPI -1 and N-glyco inh 2.
For Brc1cccc(CN2CCN(c3ncccn3)CC2)c1 the results were MC4R antag cAMP 3, ABCB6 inh MLPCN 98, HTR2A ag 33*, aDG glyco up 0.0, H9c2 protect 4, MC4R ag barr -1.6, Granule exo inh -5, iPSC survival up -0.1, ABHD5 PLIN5 PPI 5 and N-glyco inh 0.
`O=S(=O)(c1ccc(Oc2ccc3oc4ccccc4c3c2)nc1)N1CCCC1` gave MC4R antag cAMP 6, ABCB6 inh MLPCN 100, HTR2A ag -3, aDG glyco up 0.1, H9c2 protect -11, MC4R ag barr -0.9, Granule exo inh -1, iPSC survival up 0.0, ABHD5 PLIN5 PPI 1 and N-glyco inh -2.
Screening Nc1cc(N)nc(SCCOc2ccccc2F)n1 returned MC4R antag cAMP -3, ABCB6 inh MLPCN 96, HTR2A ag -5, aDG glyco up 0.2, H9c2 protect -4, MC4R ag barr -2.7, Granule exo inh -5, iPSC survival up -1.4, ABHD5 PLIN5 PPI 4 and N-glyco inh 1.
CCCc1cc(=O)oc2cc(OC(C)C(=O)NCCCn3ccnc3)ccc12 (stereo unspecified) was read as MC4R antag cAMP 1, ABCB6 inh MLPCN 100, HTR2A ag 0, aDG glyco up 1.5, H9c2 protect -2, MC4R ag barr -2.3, Granule exo inh -3, iPSC survival up 0.0, ABHD5 PLIN5 PPI 2 and N-glyco inh 2.
Cc1cccc(OCCSc2ncnc3nc[nH]c23)c1 was read as MC4R antag cAMP -5, ABCB6 inh MLPCN 95, HTR2A ag -5, aDG glyco up 0.1, H9c2 protect -17, MC4R ag barr -1.4, Granule exo inh -2, iPSC survival up -2.2, ABHD5 PLIN5 PPI -6 and N-glyco inh -1.
Screening O=C(CSc1nccc(=O)[nH]1)N1CCN(c2ccccc2)CC1 returned MC4R antag cAMP -6, ABCB6 inh MLPCN 102, HTR2A ag 6, aDG glyco up 0.1, H9c2 protect 9, MC4R ag barr 0.0, Granule exo inh -2, iPSC survival up -0.5, ABHD5 PLIN5 PPI -6 and N-glyco inh 1.
Screening Cn1c(=O)[nH]c(=O)c2c1nc(Sc1nc3ccccc3s1)n2Cc1ccccc1 returned MC4R antag cAMP 8, ABCB6 inh MLPCN 103, HTR2A ag -11, aDG glyco up 0.1, H9c2 protect 8, MC4R ag barr -4.0, Granule exo inh -2, iPSC survival up 0.2, ABHD5 PLIN5 PPI 0 and N-glyco inh 4.
`CCCN1CCN(CCCNC(=O)c2ccc3nc(N4CCC(C)CC4)sc3c2)CC1` gave MC4R antag cAMP -3, ABCB6 inh MLPCN 101, HTR2A ag -5, aDG glyco up 0.6, H9c2 protect 0, MC4R ag barr -0.5, Granule exo inh -5, iPSC survival up 1.9, ABHD5 PLIN5 PPI 11 and N-glyco inh -4.
`NNC(=O)c1ccncc1` gave MC4R antag cAMP 12, ABCB6 inh MLPCN 103, HTR2A ag -5, aDG glyco up 0.0, H9c2 protect 12, MC4R ag barr 0.5, Granule exo inh -2, iPSC survival up 0.1, ABHD5 PLIN5 PPI 0 and N-glyco inh 1.

Three structures from above, ordered by length of the SMILES, ascending.
`S=C(NCC1CCCO1)NC1CCCCC1` (stereo unspecified) gave MC4R antag cAMP 7, ABCB6 inh MLPCN 97, HTR2A ag 0, aDG glyco up -0.1, H9c2 protect 11, MC4R ag barr -1.8, Granule exo inh -2, iPSC survival up -0.4, ABHD5 PLIN5 PPI -2 and N-glyco inh 1.
Screening O=[N+]([O-])c1ccccc1OCC(O)CNC1CCCC1 (stereo unspecified) returned MC4R antag cAMP -2, ABCB6 inh MLPCN 96, HTR2A ag -4, aDG glyco up -0.2, H9c2 protect 1, MC4R ag barr -0.9, Granule exo inh 6, iPSC survival up 1.5, ABHD5 PLIN5 PPI 3 and N-glyco inh -1.
Cn1cc(/C=N/NC(=O)COc2ccccc2[N+](=O)[O-])c2ccccc21 was read as MC4R antag cAMP -23, ABCB6 inh MLPCN 100, HTR2A ag -5, aDG glyco up 0.4, H9c2 protect 10, MC4R ag barr -2.2, Granule exo inh -2, iPSC survival up -1.2, ABHD5 PLIN5 PPI 0 and N-glyco inh 0.

High-throughput results (PubChem BioAssay)
